High-throughput results deposited in PubChem BioAssay by National Center for Advancing Translational Sciences (NCATS).
USP2a block = inhibitors of human ubiquitin-specific protease USP2a | USP2 core, Ub-CHOP2 coupled fluorogenic reporter, 485/531 | hit rate 0.01% among 330,000 | Potency, µM (doses to about 38.3 µM), inactives show at the top dose activity change, negative = inhibition, usual class: inhibitors;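 note: potency is the fitted concentration of half-maximal effect; plate controls were DMSO wells for no effect and full inhibition by NEM control for full effect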
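USP2 core (10nM final) preincubated 30min RT with compound in 20mM Tris-HCl pH 8.0, 2mM CaCl2, 2mM beta-mercaptoethanol, 0.05% CHAPS; 25nM Ub-CHOP2 plus 25nM reporter substrate added, fluorescence (Ex485/Em531) read after 60min.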
Giardia killer = Giardia lamblia killing. Giardia lamblia trophozoite viability. activity change, % at 7.66 µM, hits read low. hit rate 0.15% among 340,000; in the data active = activity change below about -80%; inconclusive = between about -30% and that limit;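 note: parasites exposed to compound for two days anaerobically before the ATP read; % is set by controls: 0 for no effect and ±100 for the full control effect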
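Giardia trophozoites, 100 cells per well, were exposed to compounds for 48 hrs at 37 deg C under anaerobic conditions; viability was then read as ATP content by bioluminescence after 15-30 min at room temperature.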
CXXC DNA block = blocks binding of human MLL CXXC domain to DNA; Q03164; MLL-CXXC / FITC-HOXA9 DNA fluorescence polarization; Potency, µM (series often up to 115 µM), without a hit: at the highest dose activity change, negative = inhibition, hits mostly inhibitors; hit rate 0.037% among 290,000; AID 2662; active = well fitted inhibition curve with a large enough effect in the polarisation, with a control signal flat, not every such curve was filed as active; inconclusive = small, poorly fitted or top-dose-only effect, or effect the other way, or a change in a side signal; inactive = no such curve, though single readings can be large or run the other way; the % refers to the polarisation; note: potency is the fitted concentration of half-maximal effect
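Fluorescence polarization: 7 uM MLL-CXXC (stock) preincubated 5 min with compounds, then 50 nM fluorescein-HOX-A9 DNA (stock) added; 30 min ambient. Buffer 50 mM Tris-HCl pH 7.5, 50 mM NaCl, 1 mM DTT, 0.05% BSA.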
GALK inhibitor = inhibitors of human galactokinase. P51570. Purified GALK, Kinase-Glo residual ATP luminescence. Potency, µM (top dose mostly 57.5 µM), without a hit: top-dose activity change, negative = inhibition, actives largely listed as inhibitors. hit rate 0.007% among 270,000. AID 1868; note: potency is the fitted concentration of half-maximal effect; % is set by controls: 0 for no effect and ±100 for the full control effect
Target sequence (P51570 whole entry, looked up): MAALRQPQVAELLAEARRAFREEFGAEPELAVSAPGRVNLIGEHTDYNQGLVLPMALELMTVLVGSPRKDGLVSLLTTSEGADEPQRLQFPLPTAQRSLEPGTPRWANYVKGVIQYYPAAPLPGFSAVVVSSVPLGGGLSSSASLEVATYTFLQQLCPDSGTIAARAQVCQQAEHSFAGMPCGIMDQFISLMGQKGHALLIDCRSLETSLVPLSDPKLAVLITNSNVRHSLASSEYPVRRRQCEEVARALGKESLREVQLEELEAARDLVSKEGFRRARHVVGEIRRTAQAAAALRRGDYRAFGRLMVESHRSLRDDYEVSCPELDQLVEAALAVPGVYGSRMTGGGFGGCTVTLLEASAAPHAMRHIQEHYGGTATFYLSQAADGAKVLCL
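Compounds were pin-transferred into ATP buffer (35 uM final), then GALK plus galactose (5 nM, 100 uM final) was added. After 1 h at room temperature, Kinase-Glo Plus was added and luminescence read after 10 min.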
KCNH2 WT inh = KCNH2 (human, wildtype) channel inhibition | AID 720551 | activity change, % at 1.84 µM | hit rate 0.37% among 340,000 | Q12809 | U2OS, BacMam KCNH2, thallium flux FluxOr; active compounds read low;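 active = maximum activity change below -70%; inconclusive = maximum activity change between -70% and -50%; inactive = maximum activity change above -50%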; note: % is set by controls: 0 for no effect and ±100 for the full control effect
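U2OS cells transduced with wild-type KCNH2 virus are loaded with FluxOr dye for 45 min, and thallium flux is measured in kinetic reads before and after stimulation buffer. Rate constants are normalized to DMSO controls.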
Coupling enz = counter-screen for Giardia aldolase inhibitors: coupling enzyme system; coupling enzyme system counterscreen, AmpLite Red fluorescence; activity change, negative = inhibition, % at 58.2 µM, hits read low; hit rate 0.67% among 290,000; AID 2472; in the data active = activity change below about -30%; note: % is set by controls: 0 for no effect and ±100 for the full control effect
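Coupling enzymes only (glyceraldehyde-3-phosphate) + compound, at 57.5 uM final, 10 min RT; add substrate/coupling/AmpLite Red mix, 20 min RT; fluorescence ex 525/em 598 nm. Actives flag coupling-system interference.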
Menin-MLL TR inh = inhibitors of human menin-MLL interaction, mutant MLL peptide | Menin + Texas Red MLL mutant peptide, fluorescence polarization | AID 1768 | hit rate 0.23% among 270,000 | O00255 | Potency, µM (titrated, usually from 61.6 µM), for the others: at the highest dose FP activity change, negative = inhibition, actives largely listed as inhibitors; active = well fitted inhibition curve with a large enough effect in the polarisation, with a control signal flat, not every such curve was filed as active; inconclusive = small, poorly fitted or top-dose-only effect, or effect the other way, or a change in a side signal; inactive = no such curve, though single readings can be large or run the other way; the % refers to the polarisation; note: potency is the fitted concentration of half-maximal effect; % of control where 0% means no effect; many of its hits are not listed in these tables
Target sequence (O00255 whole entry, looked up): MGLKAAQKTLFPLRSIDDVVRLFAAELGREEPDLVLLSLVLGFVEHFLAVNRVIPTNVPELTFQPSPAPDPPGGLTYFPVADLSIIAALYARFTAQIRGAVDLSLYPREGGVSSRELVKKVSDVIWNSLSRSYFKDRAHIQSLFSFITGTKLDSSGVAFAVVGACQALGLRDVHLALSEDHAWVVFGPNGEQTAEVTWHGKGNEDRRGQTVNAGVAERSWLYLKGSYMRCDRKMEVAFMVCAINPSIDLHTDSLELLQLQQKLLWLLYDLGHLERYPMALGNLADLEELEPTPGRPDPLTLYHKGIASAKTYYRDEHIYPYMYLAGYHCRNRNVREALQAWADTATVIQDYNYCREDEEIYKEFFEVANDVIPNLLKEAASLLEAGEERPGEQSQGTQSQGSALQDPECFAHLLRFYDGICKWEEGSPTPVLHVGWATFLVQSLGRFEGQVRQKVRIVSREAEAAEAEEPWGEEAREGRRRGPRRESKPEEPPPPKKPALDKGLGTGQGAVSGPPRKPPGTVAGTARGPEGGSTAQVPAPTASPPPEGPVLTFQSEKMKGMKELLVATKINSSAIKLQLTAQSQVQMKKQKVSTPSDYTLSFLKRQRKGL
TRPV1 ag = activates the human vanilloid receptor TRPV1; Q8NER1; TRPV1-expressing cells, Fluo-8 calcium influx, agonist mode; activation, % at 8.33 µM; hit rate 0.19% among 320,000; in the data active = activation above about 80%; inconclusive = between about 30% and that limit; note: 0% is about no effect
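TRPV1-expressing cells were cultured overnight at 35.5C and loaded with Fluo-8 calcium dye for 40 to 90 min at room temperature. After a 10 s baseline, compound was added and calcium influx was read kinetically for 3 min (ex 480/em 520 nm).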
PKM2 activator = PKM2 (human) enzyme activation. AID 1631. purified PKM2, Kinase-Glo ATP luminescence, activation; response scale: 0% is enzyme alone, no compound. P14618. Potency, µM (top dose mostly 57.5 µM), for the others: at the top dose activation, usual class: activators. hit rate 0.34% among 260,000; note: potency is the fitted concentration of half-maximal effect; % is set by controls: 0 for no effect and ±100 for the full control effect; nearly all actives have a fitted effect of over 55% in size
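hPK-M2, >95% pure; 0.1 mM ADP / 0.5 mM PEP final; imidazole pH7.2 buffer w/ 7 mM MgCl2, 50 mM KCl; 1 h RT; Kinase-Glo lum. Intermediate enzyme activity for dual inhibitor/activator qHTS.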
KCNH2 3.1 block = KCNH2 3.1 (human) potassium channel inhibition | activity change, % (tested at about 1.8 µM) | AID 720553 | hit rate 0.95% among 340,000 | U2OS KCNH2 3.1, thallium flux FluxOr; active compounds read low;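 active = maximum activity change below -70%; inconclusive = maximum activity change from -70% to -50%; inactive = maximum activity change above -50%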;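 note: thallium influx rate constant from kinetic fluorescence after stimulation buffer; % is set by controls: 0 for no effect and ±100 for the full control effect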
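We transduce U2OS cells with the mutant 3.1 virus, culture them overnight, load FluxOr with Red40 quencher for 45 min, then add stimulation buffer and read kinetically for 2 min to derive a normalized rate constant.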
B2AR arrestin = beta2AR (human) beta-arrestin recruitment activity | P07550 | Potency, µM (doses to about 46.1 µM), for inactives: at the top dose activation, actives largely listed as activators | hit rate 0.02% among 330,000 | beta-arrestin recruitment to beta2AR, cell-based reporter;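 note: potency is the fitted concentration of half-maximal effect; 0% = DMSO controls and full agonism = EC100 isoproterenol or metaproterenol; nearly all actives have a fitted effect of over 65% in size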
Starred values were filed as active, the others as inactive; ? = inconclusive; nt = no result given; [ ] = another dose, or the depositor's remark. Unless noted, calls come from the whole dose curve; as a rule, active = well fitted curve in the direction sought with a large enough effect; inconclusive = small, poorly fitted or top-dose-only effect, or another doubt; inactive = no such curve, though single readings can be large; an effect the other way counts as inactive or inconclusive. A portion of the library. The share of hits here may be higher or lower than overall.

SMILES	USP2a block	Giardia killer	CXXC DNA block	GALK inhibitor	KCNH2 WT inh	Coupling enz	Menin-MLL TR inh	TRPV1 ag	PKM2 activator	KCNH2 3.1 block	B2AR arrestin
CN(C)CCCCCN(C)Cc1cc2ccccc2o1	0.1%	9.2	7.1%	7.7%	-5.9	-0.4	-6.6%	-1.5	-3.6%	5.6	-0.1%
Cc1cc(C(=O)CS(=O)(=O)c2ccc(Cl)cc2)cc(C)c1O	1.3%	-12.7	19.7%	-0.1%	-7.9	-0.8	4.1%	3.4	nt	-9.6	-0.6%
Cc1ccc(SCC(=O)NCc2ccco2)cc1	1.4%	6.3	6.7%	-0.3%	11.9	-0.8	-3.0%	5.9	-1.1%	0.0	0.2%
CCc1cccc(CC)c1NC(=O)C1CSC2(C)CCC(=O)N12 (stereo unspecified)	2.0%	2.3	nt	nt	-3.1	nt	nt	-0.5	nt	11.3	-1.0%
Cc1ccc(S(=O)(=O)N2CCN(c3nc4ccccc4nc3-n3nc(C)cc3C)CC2)cc1	1.7%	1.5	16.2%	-0.7%	-11.9	-3.3	-15.7%	11.3	0.0%	-5.7	-0.3%
CCOC(=O)c1ccc2cccc(C)n2c1=O	2.0%	-0.2	1.7%	5.0%	8.2	2.7	-2.0%	2.1	-0.5%	1.7	0.5%
COC(=O)c1ccccc1NC(=O)CSc1nnnn1C	-0.4%	3.8	11.4%	0.2%	-9.2	3.9	1.5%	3.0	4.0%	10.8	-0.2%
Cc1ccccc1C(=O)OC(C)CN1CCN(C)CC1 (stereo unspecified)	5.9%	8.6	13.5%	0.0%	9.7	4.2	0.5%	5.3	1.9%	-6.8	-0.3%
COc1ccccc1OCc1nc(C#N)c(NCCCn2ccnc2)o1	10.4%	-4.5	-9.6%	0.8%	6.9	0.8	0.9%	0.6	14.1%	-7.8	0.1%
O=C(NNC(=O)c1cccs1)c1ccc(F)cc1	2.9%	2.3	4.7%	6.8%	1.8	-0.2	16.1%	2.3	-3.5%	19.5	-0.5%
CC(NC(=O)COC(=O)/C(=C/c1cccs1)c1cccs1)c1ccccc1 (stereo unspecified)	-8.3%	0.1	-5.3%	2.1%	-15.6	2.1	2.0%	24.1	-4.1%	-14.9	-0.5%
CCCCCCNc1c(C(=O)OCC)c(=O)[nH]c2ccccc12	0.9%	14.4	4.5%	0.2%	1.1	4.5	0.2%	0.3	-2.3%	-23.9	-0.7%
CC(=O)N1CCN(C(=O)c2cc(S(=O)(=O)N3CCCCC3)ccc2Cl)CC1	-1.0%	-2.6	nt	nt	16.1	nt	nt	0.6	nt	10.4	0.3%
O=C(Cc1c[nH]c2ccccc12)N[C@@H](Cc1c[nH]c2ccccc12)C(=O)O	1.0%	?	2.5%	nt	-15.5	6.5	22.4%	-1.2	nt	10.6	-1.1%
CCOc1ccc(Nc2nc(Nc3ccc(O)cc3)nc(C)c2[N+](=O)[O-])cc1	-2.0%	14.6	-7.2%	0.1%	4.7	-0.7	-4.1%	0.1	-0.4%	-2.2	-0.9%
Cc1ccc(C(=O)NC(Cc2cccc(C(F)(F)F)c2)C(=O)O)cc1 (stereo unspecified)	1.5%	-1.9	nt	nt	-7.5	nt	nt	nt	nt	0.6	-1.1%
CCOC(=O)c1[nH]c2cc(OC)c(OC)cc2c1NC(=O)CN1CCN(C)CC1	-1.8%	nt	1.0%	-3.2%	nt	-1.7	1.9%	0.2	-0.5%	nt	0.1%
Cc1cc(Cl)ccc1OCC(=O)Nc1cccnc1	3.5%	-3.2	13.7%	0.9%	0.7	2.1	29.1%	20.1	nt	29.5	0.0%
CCCCNC(=O)CSc1nc(N)c(C(=O)Nc2ccc(OC)cc2)s1	-1.4%	-2.6	-0.7%	1.3%	1.7	2.8	nt	5.6	1.1%	-1.8	-0.5%
CCC(CC)c1nnc(NC(=O)CCc2ccccc2)s1	-4.6%	7.8	8.1%	3.4%	-1.6	0.8	-11.5%	2.0	0.0%	1.9	-0.1%
COc1ccccc1-c1nc(N)n[nH]1	0.7%	17.3	-1.4%	4.7%	-0.6	2.1	19.6%	1.0	3.2%	21.0	-1.0%
Cc1cccc(/C=C2\CCC(C3CCCC3)C2=O)c1 (stereo unspecified)	3.0%	27.6	0.8%	nt	1.0	1.2	-0.8%	2.9	-0.1%	-14.5	0.0%
CCCc1nc2oc3ccccc3c(=O)c2c(=O)n1-c1ccc(C)cc1	-11.1%	10.2	-2.5%	-3.0%	-0.4	2.4	nt	9.9	4.3%	4.0	3.7%
O=C(c1ccc(N2CCCC2=O)cc1)N1CCN(c2ccccc2F)CC1	-2.0%	-11.9	5.3%	-2.3%	4.0	nt	nt	2.0	nt	3.8	-0.2%
COc1cc(CNc2ncn[nH]2)cc(Br)c1OC	0.5%	-13.4	-3.8%	-2.9%	-5.8	-1.8	-2.2%	-1.0	7.7%	5.6	-0.2%
COCCCN(Cc1ccco1)C(=O)c1cc2c(s1)-c1ccc(Cl)cc1S(=O)(=O)C2	4.8%	-28.0	0.2%	-0.1%	-0.8	-1.7	2.9%	-0.1	nt	?	-0.8%
COC(=O)C1=C(C)NC(C)=C(C(=O)OCC2CCCO2)C1c1cccc(Cl)c1 (stereo unspecified)	-1.2%	2.4	33.5%	-1.2%	1.9	nt	nt	6.3	0.1%	15.0	0.8%
CCn1cc(C(=O)NCc2ccco2)c2cc(OC)c(OC)cc2c1=O	1.9%	-3.5	0.7%	0.6%	-0.5	-7.2	-7.9%	2.7	-3.5%	-0.3	-0.2%
CC(C)CCn1c(=O)c2ccccc2n2c(CCC(=O)NC3CCN(Cc4ccccc4)CC3)nnc12	2.4%	-3.8	15.2%	-0.2%	7.7	1.5	-8.1%	10.1	-1.9%	19.6	0.2%
COc1cccc(/C=N/NC(=O)CSc2cccc3cccnc23)c1	1.3%	-18.9	-24.2%	-1.6%	-0.1	-23.2	nt	-2.4	4.0%	6.2	-0.5%
CNC(=S)N1CCN(c2c(F)cc3c(=O)c(C(=O)O)cn(C4CC4)c3c2OC)CC1C (stereo unspecified)	2.8%	?	1.4%	2.2%	-0.8	1.8	-9.7%	0.4	-5.2%	-4.5	-1.1%
COc1ccc(CC2(CO)CCN(Cc3cccnc3)CC2)cc1	-1.3%	10.1	5.1%	-0.3%	1.9	-9.7	-19.3%	0.3	?	7.5	0.2%
Cn1nc(C(F)(F)F)c(C#N)c1N1CCN(c2ccccn2)CC1	0.6%	35.9[activator]	-3.7%	9.3%	1.6	-0.2	-0.2%	19.6	-9.2%	-3.6	0.1%
CCOC(=O)C1CCN(C(=O)N2CCOCC2)CC1	-0.8%	-9.8	-1.2%	0.0%	-7.5	5.1	2.7%	1.3	5.5%	2.9	-0.1%
O=C(O)c1cc(N2C(=O)C3C4C=CC(C4)C3C2=O)ccc1NCc1cccnc1 (stereo unspecified)	-1.5%	-25.9	0.6%	0.8%	-3.1	-1.6	-1.8%	-4.3	-19.3%	-13.2	-1.2%
COc1ccc2oc(=Nc3cc(F)ccc3F)c(C(N)=O)cc2c1	1.0%	13.3	-4.7%	0.8%	-11.4	2.2	-27.5%	1.0	2.9%	13.6	-0.9%
Cc1nn(-c2ccccc2)c(C)c1C(=O)Nc1ccc(N2CCOCC2)cc1	-1.3%	15.1	3.3%	3.8%	-3.9	-1.1	-5.3%	-2.7	3.4%	-0.2	0.3%
COc1ccc(OCCN2C(=O)c3ccccc3C2=O)cc1	-1.2%	8.0	-1.9%	-0.2%	4.6	1.6	-7.1%	9.2	-0.7%	21.1	0.2%
CCCc1[nH][nH]c(=O)c1C(c1cccc(Cl)c1)C(C#N)C#N (stereo unspecified)	2.0%	-1.2	-8.1%	-2.5%	6.2	-2.0	12.5%	-5.7	0.7%	-6.2	-0.2%
Cn1/c(=N\NC(=O)C2CCCCC2)sc2ccccc21	-0.5%	1.0	-1.3%	1.0%	-24.3	2.4	-7.1%	-6.6	0.1%	-1.8	-0.1%
CN(C)C(CNC(=O)c1cccc(NS(=O)(=O)c2ccc(Br)cc2)c1)c1ccco1 (stereo unspecified)	1.0%	-0.2	nt	nt	-24.3	nt	nt	-1.0	nt	-3.5	-0.2%
COc1ccc(C2CC(=O)Oc3cc4c(cc32)OCO4)cc1 (stereo unspecified)	0.4%	7.4	nt	nt	-1.2	0.3	42.6%[activator][94.6 µM]	nt	nt	?	3.1%
O=C(NNS(=O)(=O)c1ccc2ccccc2c1)c1cccs1	4.1%	-1.9	7.3%	-1.0%	-22.4	-0.3	1.7%	-0.4	0.0%	-34.3	-0.1%
